# Bioassay records as filed in PubChem.
# Pin1 inhibitor = inhibitors of human Pin1; Q13526; Pin1 FP peptide displacement, HiFluor488, 10 min; Potency, µM (doses to about 115 µM), inactives show at the highest dose activity, negative = inhibition, actives largely listed as inhibitors; 390,000 compounds, 0.009% hits; active = well fitted inhibition curve with a large enough effect in the polarisation, with a control signal flat, not every such curve was filed as active; inconclusive = small, poorly fitted or top-dose-only effect, or effect the other way, or a change in a side signal; inactive = no such curve, though single readings can be large or run the other way; the % refers to the polarisation; note: potency is the fitted concentration of half-maximal effect; % is set by controls: 0 for no effect and ±100 for the full control effect
# Target sequence (Q13526 whole entry, looked up): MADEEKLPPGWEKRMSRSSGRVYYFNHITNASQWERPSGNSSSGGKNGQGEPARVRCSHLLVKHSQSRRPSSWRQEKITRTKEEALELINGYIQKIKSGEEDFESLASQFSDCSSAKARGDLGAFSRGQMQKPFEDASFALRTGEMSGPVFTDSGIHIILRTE
# G9a inh = inhibitors of human histone lysine methyltransferase G9a; Q96KQ7; G9a H3K9 monomethylation, AlphaScreen, 2 h; Potency, µM (top dose mostly 102 µM), for the others: at the highest dose activity, negative = inhibition, hits mostly inhibitors; 350,000 compounds, 8.8% hits; note: potency is the fitted concentration of half-maximal effect; % is set by controls: 0 for no effect and ±100 for the full control effect; nearly all actives have a fitted effect of over 75% in size
#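 G9a (20 nM) was preincubated 15 min with compound, then reacted 2 h at room temperature with 500 nM biotin-H3K9 peptide and 20 µM SAM. Monomethyl-H3K9 detected by AlphaScreen using anti-H3K9me1 antibody.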
# BAZ2B block = blocks human BAZ2B | Q9UIF8 | AlphaScreen BAZ2B-H3K14Ac peptide displacement | Potency, µM (doses to about 114 µM), for inactives: top-dose activity change, negative = inhibition, usual class: inhibitors | 360,000 compounds, 4.4% hits | AID 504333; note: potency is the fitted concentration of half-maximal effect; % is set by controls: 0 for no effect and ±100 for the full control effect; nearly all actives have a fitted effect of over 60% in size
#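 AlphaScreen displacement of biotin-H3(5-23)K14Ac peptide (50 nM final) from BAZ2B (50 nM final) in PBS pH 7.4, 0.01% Tween-20; complex preformed 30 min RT, then compounds (top 110 uM) 30 min RT, beads 20 min dark.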
# HP1b chromo inh = HP1-beta chromodomain-methylated histone interaction inhibition; AlphaScreen HP1-beta / biotin-H3K9me3 peptide binding; 390,000 compounds, 0.56% hits; Potency, µM (doses to about 114 µM), for the others: at the top dose activity change, negative = inhibition, usual class: inhibitors; AID 540317; note: potency is the fitted concentration of half-maximal effect; nearly all actives have a fitted effect of over 70% in size; inactives centre near 23
# Target sequence (P83916 whole entry, looked up): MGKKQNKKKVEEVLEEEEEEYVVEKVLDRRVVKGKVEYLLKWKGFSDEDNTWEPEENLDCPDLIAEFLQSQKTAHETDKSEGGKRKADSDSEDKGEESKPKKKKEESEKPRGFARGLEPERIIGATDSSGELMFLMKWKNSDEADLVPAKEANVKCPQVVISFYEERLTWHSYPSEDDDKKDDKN
#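 AlphaScreen: HP1-beta (50 nM) preformed 30 min with biotin-H3(1-18)K9me3 peptide (50 nM) in PBS pH 7.4, 0.01% Tween-20. Compound added for 30 min at RT, then streptavidin donor/nickel chelate acceptor beads (10 ug/mL) for 30 min.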
# JMJD2A Tudor = blocks the human JMJD2A Tudor domain | O75164 | AlphaScreen JMJD2A-Tudor / H3K4me3 peptide binding | Potency, µM (titrated, usually from 114 µM), for inactives: at the highest dose activity change, negative = inhibition, hits mostly inhibitors | 390,000 compounds, 4.4% hits; note: potency is the fitted concentration of half-maximal effect; % is set by controls: 0 for no effect and ±100 for the full control effect; nearly all actives have a fitted effect of over 50% in size
# ERG Ets-DNA blk = blocks human ERG Ets domain binding to DNA. P11308. fluorescence polarization, His-ERG Ets domain / labelled DNA. Potency, µM (series often up to 76.9 µM), for the others: at the highest dose FP activity, negative = inhibition, most hits filed as inhibitors. 370,000 compounds, 0.028% hits. AID 624246; active = well fitted inhibition curve with a large enough effect in the polarisation, with a control signal flat; inconclusive = small, poorly fitted or top-dose-only effect, or effect the other way, or a change in a side signal; inactive = no such curve, though single readings can be large or run the other way; the % refers to the polarisation;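 note: polarization taken with two DNA probes labelled with fluorescein and Texas red; potency is the fitted concentration of half-maximal effect; % of control where 0% means no effect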
#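 His-tagged ERG Ets domain (1 uM in the protein solution; 300mM KCl, 50mM Tris-HCl, 1mM EDTA, 1mM DTT, pH 7.5) received compound, then a probe mix of 5 nM fluorescein-DNA and 100nM Texas-615-DNA. Fluorescence polarization was read for both dyes.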
# PGK inhibitor = blocks T. brucei phosphoglycerate kinase; P07378; PGK/GAPDH coupled, Kinase-Glo luminescence, 60 min; Potency, µM (doses to about 57.5 µM), without a hit: at the top dose activity change, negative = inhibition, actives largely listed as inhibitors; 380,000 compounds, 0.043% hits; AID 602233; note: potency is the fitted concentration of half-maximal effect; % is set by controls: 0 for no effect and ±100 for the full control effect; nearly all actives have a fitted effect of over 60% in size
#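 Recombinant glycosomal PGK reaction used 1,3-bisphosphoglycerate generated in-well by GAPDH (100nM final) in 100mM TEA pH 7.6, 5mM MgCl2, 0.01% Tween-20. After 60 minutes at room temperature, ATP was read by Kinase-Glo Plus luminescence end-point.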
# GLS inh = blocks human kidney-isoform glutaminase activity; GLS enzymatic activity, qHTS titration; 410,000 compounds, 0.21% hits; Potency, µM (series often up to 45.5 µM), without a hit: top-dose activity change, negative = inhibition, actives largely listed as inhibitors; O94925; AID 624170; note: potency is the fitted concentration of half-maximal effect; % is set by controls: 0 for no effect and ±100 for the full control effect
#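 Coupled fluorescence readout: glutamate oxidase/HRP/Amplex Red detect glutamate formed by hKGA from L-glutamine (1 mM solution added). Buffer 45 mM KH2PO4 pH 8.2, 0.02% Tween-20; reads at t0 and 30 min RT.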
# PI4K2A block = blocks human PI4K2A kinase activity; Q9BTU6; AID 1346378; 420,000 compounds, 0.13% hits; purified PI4K2A, ADP-Glo luminescence, 1 h; hits give low values; activity change, negative = inhibition, % at 76.9 µM; in the data active = activity change below about -50%; inconclusive = mostly about -30% to -49%;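 note: -100% = wells without enzyme as full effect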
# Target sequence (Q9BTU6 whole entry, looked up): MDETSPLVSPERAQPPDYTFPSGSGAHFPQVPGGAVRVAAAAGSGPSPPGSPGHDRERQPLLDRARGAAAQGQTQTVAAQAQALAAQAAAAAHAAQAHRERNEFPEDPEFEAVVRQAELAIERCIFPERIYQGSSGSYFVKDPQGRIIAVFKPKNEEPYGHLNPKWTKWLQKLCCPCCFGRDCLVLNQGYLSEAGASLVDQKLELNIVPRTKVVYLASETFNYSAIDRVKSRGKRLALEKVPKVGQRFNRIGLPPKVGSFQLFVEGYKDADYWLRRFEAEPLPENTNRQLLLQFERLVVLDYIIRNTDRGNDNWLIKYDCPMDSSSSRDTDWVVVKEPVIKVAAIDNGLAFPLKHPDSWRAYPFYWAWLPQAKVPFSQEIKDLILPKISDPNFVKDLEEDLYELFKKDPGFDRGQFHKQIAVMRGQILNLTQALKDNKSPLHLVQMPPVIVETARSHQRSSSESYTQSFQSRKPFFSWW
#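 Compounds are screened against recombinant PI4K2A using PI as substrate and ATP, the latter dispensed at 300 microM. Reactions run one hour at ambient temperature before ADP-Glo detection; full inhibition defined by wells lacking enzyme.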
# Numbers without * were called inactive; i = inactive; ? = inconclusive; · = not tested or not shown; [ ] = dose if it differs, or a comment. Unless noted, calls come from the whole dose curve; as a rule, active = well fitted curve in the direction sought with a large enough effect; inconclusive = small, poorly fitted or top-dose-only effect, or another doubt; inactive = no such curve, though single readings can be large; an effect the other way counts as inactive or inconclusive. Compounds were not picked by outcome (roughly 11% active in at least one column).
SMILES,Pin1 inhibitor,G9a inh,BAZ2B block,HP1b chromo inh,JMJD2A Tudor,ERG Ets-DNA blk,PGK inhibitor,GLS inh,PI4K2A block
CCNC(=O)CC1C(=O)N(CC)C(=S)N1NC(=O)c1ccccc1 (centres undefined),0%,·,3%,30%,-1%,12%,-4%,-4%,0
O=C(NCc1ccccc1Cl)c1ccc2c(c1)SC1=NS(=O)(=O)CCN12,4%,·,-1%,61%[activator],-9%,-3%,-2%,-3%,-2
NC(=O)C1CCCN(C(=O)CNC(=O)C23CC4CC(CC(C4)C2)C3)C1 (centres undefined),-2%,11%,-6%,33%,-1%,-4%,-5%,0%,0
Cc1cc(N2CCOCC2)n2nc(C)c(-c3ccc(Cl)cc3)c2n1,-3%,47%[activator],-5%,40%[activator],17%,-17%,i,-8%,-5
O=C1Nc2ccccc2/C1=C/c1ccccc1F,-6%,4%,?,4%,?,10%,-6%,-12%,10
COc1ccccc1NC(=O)CCS(=O)(=O)c1ccccc1,35%[activator],-8%,-15%,44%[activator],-1%,10%,3%,-16%,-2
CC(C)OC(=O)C(CC(=O)O)NCc1ccccc1 (centres undefined),-1%,?,-36%,?,11µM*,-9%,4%,20%,-1
Cn1cc(CN2CCCC(CO)(Cc3ccccc3)C2)c2ccccc21 (centres undefined),0%,·,-6%,0%,-20%,-2%,-7%,2%,3
Cc1ccc(-n2nc3ccc(NC(=O)C(C)C)cc3n2)cc1,-2%,13µM*,?,5%,-13%,13%,-1%,3%,-5
Cc1cccc(N2CCN(c3cc(C)nc4c(-c5ccc(Cl)cc5)c(C)nn34)CC2C)c1 (centres undefined),1%,-6%[59 µM],8%,19%,11%,1%,0%,1%,-11
Cc1nn(C)cc1/C=C/C(=O)c1cccs1,-1%,-7%[59 µM],1%,9%,-18%,-4%,-7%,-30%,0
Cn1c(=O)c2c(nc(SCCN3CCOCC3)n2Cc2ccc(Cl)cc2)n(C)c1=O,3%,·,·,8%,-25%,-12%,-2%,2%,3
CCCCC(CC)CNC(=O)CN(C)S(=O)(=O)c1cccc2nsnc12 (centres undefined),-18%,-42%[59 µM],14%,6%,-30%,8%,-3%,-2%,-2
Cc1occc1-c1nnc(SCc2nc3ccccc3c(=O)n2CC#N)n1C,16%,-33%[59 µM],-9%,18%,-15%,7%,-1%,-6%,3
CCCCOc1ccc(C(=O)N2CCNC(=O)C2)cc1,-2%,11%,9%,18%,-10%,6%,-13%,6%,0
O=C(CN1C(=O)S/C(=C/c2cccn2-c2ccc(O)cc2)C1=O)N1CCCC1,-2%,-8%,-5%,16%,-21%,0%,-2%,5%,-3
CCCC(C)NC(=O)Cc1ccc(Br)cc1 (centres undefined),1%,20%[59 µM],8%,24%,6%,-1%,-7%,-3%,0
CC1(C)Nc2ccc(O)cc2-c2c1ssc2=S,-12%,8.9µM*,45µM*,50µM*,40µM*,7%,-7%,21%,?
COc1ccccc1-n1c(-c2cccnc2)n[nH]c1=S,?,3.2µM*,12%,16%,4.5µM*,-10%,i,1%,2
COc1ccc(S(=O)(=O)N(C)C)cc1NCC(=O)Nc1ccc(Br)cc1F,0%,-9%[59 µM],8%,30%,-28%,7%,-3%,3%,-1

# Retrieved by compound from the entries so far:
SMILES,Pin1 inhibitor,G9a inh,BAZ2B block,HP1b chromo inh,JMJD2A Tudor,ERG Ets-DNA blk,PGK inhibitor,GLS inh,PI4K2A block
CCCCC(CC)CNC(=O)CN(C)S(=O)(=O)c1cccc2nsnc12 (centres undefined),-18%,-42%[59 µM],14%,6%,-30%,8%,-3%,-2%,-2
Cn1cc(CN2CCCC(CO)(Cc3ccccc3)C2)c2ccccc21 (centres undefined),0%,·,-6%,0%,-20%,-2%,-7%,2%,3

# More records
SMILES,Pin1 inhibitor,G9a inh,BAZ2B block,HP1b chromo inh,JMJD2A Tudor,ERG Ets-DNA blk,PGK inhibitor,GLS inh,PI4K2A block
Cc1ccc(CNC(=O)Cn2c(=O)cc(-c3ccccc3)c3c(C)nn(C)c32)cc1,0%,-2%[59 µM],-14%,-13%,-16%,-3%,i,-4%,-3
COc1ccccc1NS(=O)(=O)c1cc(C)ccc1C,1%,3%[59 µM],0%,27%,4%,-8%,1%,20%,-13
COc1cc(CC(=O)OCC(=O)N2CCCCC2)cc(OC)c1OC,-5%,-8%[2.33 µM],11%,6%,-7%,12%,10%,0%,-5
CCc1ccccc1-n1ncc(C(=O)Nc2ccccc2OC)c1C,2%,35%[59 µM],-19%,22%,-7%,6%,-9%,7%,-1
Cc1nc2c(C(=O)NCCCN(CC(C)C)CC(C)C)cnn2c(C)c1Cc1c(F)cccc1Cl,4%,2%[59 µM],2%,25%,-19%,6%,i,-1%,2
COC(=O)CSc1cc(C)nc2ccc(OC)cc12,2%,4%,1%,5%,-33%,-1%,-7%,-12%,-3
COc1cc(CNCCN2CCOCC2)ccc1OCC(=O)NC(C)(C)C,0%,?,-18%,44%[activator],1%,20%,-3%,-14%,-5
COc1ccccc1/C=C(/CC(=O)NCc1ccccc1)c1nc2ccccc2s1,3%,?,0%,17%,-18%,0%,6%,2%,-4
COc1ccc(-n2nnnc2SCC(=O)NCc2ccco2)cc1OC,1%,50µM*,?,5%,-22%,·,-9%,18%,-1
CCCC(C(=O)OCC)P(=O)(c1ccccc1)c1ccccc1 (centres undefined),2%,21%,9%,20%,-14%,6%,i,0%,-1
O=C(NCCN1CCCCC1)c1ccc(Cn2c(SCc3cccc(F)c3)nc3cccnc32)cc1,-3%,-24%[59 µM],-18%,31%,-4%,-2%,-1%,-2%,0
O=C(OCc1ccc(Br)cc1)c1cccc(-c2nnc(-c3ccccc3)o2)c1,-2%,9%[59 µM],-2%,23%,-8%,-5%,-1%,1%,-1
CC(C)(C)NC(=O)C1CC1(c1ccccc1)c1ccccc1 (centres undefined),?,-2%,-14%,37%,2%,?,10%,-1%,1
O=C(COC(=O)c1ccc(O)cc1O)Nc1cccc2ccccc12,-4%,-5%[2.33 µM],0%,22%,3%,-1%,-1%,-4%,0
Cc1ccccc1-n1c(SCC(=O)NC2CCS(=O)(=O)C2)nc2ccccc2c1=O (centres undefined),7%,50µM*,7%,20%,-8%,0%,-8%,3%,-3
Cc1[nH]c2ccccc2c1/C=C/c1nc2ccccc2c(=O)[nH]1,59%[activator],-112%,-32%,16%,-3%,11%,2%,1%,-8
CCn1nnnc1SCC(=O)Nc1cc(OC)cc(OC)c1,-1%,8%,14%,-18%,?,-5%,-4%,?,9
COc1ccc(NC(=O)CN(C)CC(=O)Nc2cccc(C(F)(F)F)c2)cc1,-6%,7%,-10%,20%,-21%,-1%,i,-5%,-2
CCOc1cc2[nH]c(=S)n(Cc3ccc(C(=O)NCCN(CC)CC)cc3)c(=O)c2cc1OCC,-1%,35µM*,-20%,15%,?,-4%,-7%,-2%,2
COCCCn1c(=O)c2ccccc2n(CC(=O)N2CCCc3ccccc32)c1=O,-10%,-10%,?,25%,-17%,-5%,5%,0%,0
CC1CC(C)CN(S(=O)(=O)c2ccc3c(c2)CC(C)N3C(=O)C2CC2)C1 (centres undefined),17%,-4%,?,35%,14%,-18%,-10%,4%,0
CC1(C(=O)Nc2cccc(C(F)(F)F)c2)Cc2ccccc2C(=O)O1 (centres undefined),1%,25%[59 µM],1%,54%[activator],14%,2%,-6%,1%,1
CCOCCCN(C)C1CCN(C(=O)c2oc3ccccc3c2NC(=O)Cc2ccc([N+](=O)[O-])cc2)CC1,2%,·,-20%,24%,-26%,1%,4%,10%,1
CCN(CC(=O)Nc1c(F)cccc1F)C(=O)Cc1c[nH]c2ccccc12,20%,·,·,13%,-21%,-1%,-1%,1%,-6
COc1c(C)cc(Br)cc1C(=O)Nc1cccc(-c2nc3ncccc3o2)c1,10%,?,3%,37%,-25%,-4%,-1%,-11%,1
Cn1nc(C(=O)Nc2ccc3c(c2)OCO3)c2ccccc2c1=O,-5%,80%[activator],1%,17%,-6%,17%,4%,-1%,-4
CCOc1ccc(-c2nnc(SCC(=O)Oc3ccccc3)o2)cc1,-12%,-34%[59 µM],?,12%,-17%,1%,10%,5%,2
O=C(c1sc(N2CCOCC2)nc1-c1ccccc1)N1CCCCC1,-2%,-26%,-1%,18%,1%,-15%,-8%,-5%,0
CC1(C)CC(N(Cc2ccco2)C(=O)Cc2ccccc2)CCO1 (centres undefined),-10%,-29%,-9%,16%,-13%,0%,2%,7%,1
Cc1c(C)n(C)c2ccc(C(=O)NCCN3CCOCC3)cc12,15%,?,-13%[57.1 µM],6%,-30%,1%,1%,5%,-11
CC(=O)N1c2ccc(S(=O)(=O)N3CCC(C(=O)N4CCCCC4)CC3)cc2CC1C (centres undefined),-4%,-4%,-18%,37%,4%,4%,5%,0%,-1
COC(=O)Nc1nnc(Cc2ccccc2)s1,2%,2%[59 µM],10%,17%,-13%,0%,0%,-6%,4
Cn1c(-c2ccc(F)cc2)cc2onc(-c3ccccc3Cl)c2c1=O,-1%,21%[2.33 µM],-6%,40%[activator],-25%,-2%,-3%,-9%,1
O=C(Cc1ccccc1[N+](=O)[O-])NCc1ccco1,-1%,?,19%,1%,-23%,-14%,-10%,3%,0
Cc1ccc(C2=NC3(CCCC3)NC2=S)cc1,-2%,-3%,-7%,53%[activator],-9%,-8%,-1%,-5%,2
